Assay outcomes: PubChem, National Center for Advancing Translational Sciences (NCATS)
ERK AVP inh: inhibitors of vasopressin-stimulated ERK signaling pathway; HEK293-V1b, vasopressin-stimulated pERK AlphaScreen; actives 0.99% (n = 72,000); Potency, µM (highest dose often 57.5 µM), without a hit: at the highest dose activity, negative = inhibition, usual class: inhibitors; further: potency means the concentration at half of the fitted maximal effect; on the % scale 0 is the no-effect control and ±100 the full control effect; nearly all actives have a fitted effect of over 55% in size
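V1b-HEK293 cells; cpd 30 min 37C; 25 nM vasopressin 5 min; lyse 10 min; AlphaScreen beads 5 hr RT. Normalized to DMSO basal and 25 nM vasopressin; AC50 by Hill fit.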
Casp7 inh: caspase-7 (human) inhibition, allosteric or competitive | P55210 | recombinant caspase-7, Ac-DEVD-AFC fluorescence rate | Potency, µM (series often up to 57.5 µM), inactives show top-dose activity change, negative = inhibition, hits mostly inhibitors | actives 0.02% (n = 75,000) | AID 889; active means well fitted inhibition curve with a large enough effect in the main read-out, with a control signal flat, not every such curve was filed as active; inconclusive means small, poorly fitted or top-dose-only effect, or a change in a side signal; further: potency means the concentration at half of the fitted maximal effect; % of control where 0% means no effect
Target sequence (P55210 24-198 limits assumed): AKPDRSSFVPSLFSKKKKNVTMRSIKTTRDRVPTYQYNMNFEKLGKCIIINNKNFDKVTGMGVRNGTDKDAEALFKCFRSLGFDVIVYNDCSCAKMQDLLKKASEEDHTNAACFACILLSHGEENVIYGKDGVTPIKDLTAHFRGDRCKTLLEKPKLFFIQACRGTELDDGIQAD
Target sequence (P55210 207-303 limits assumed): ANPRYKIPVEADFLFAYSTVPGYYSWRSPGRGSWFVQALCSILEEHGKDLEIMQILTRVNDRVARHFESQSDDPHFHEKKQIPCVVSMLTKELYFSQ
HEK293 cAMP ctrl: counter-screen for TSHR agonists: cAMP increase in parental HEK293 | Potency, µM (top dose mostly 57.1 µM), for the others: at the highest dose activation, hits mostly activators | parental HEK293 CNG cAMP sensor, membrane potential fluorescence | actives 2.5% (n = 73,000); further: potency means the concentration at half of the fitted maximal effect; % of control where 0% means no effect; nearly all actives have a fitted effect of over 55% in size
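Parental HEK 293 cells stably expressing a cAMP-gated CNG channel were loaded with membrane potential dye containing 100 uM RO 20-1724 for 60 min. Compound added for 30 min; depolarization read as fluorescence intensity at 590 nm.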
Rhodamine fluor: compound fluoresces in the rhodamine spectral region; Rhodamine-region fluorescence, 547/598 nm, Tris buffer; stronger effect = higher value; max dye-equivalent concentration, M; actives 0.05% (n = 59,000); in the data active means max dye-equivalent concentration above about 11 nM; inconclusive means between about 1.1 nM and that limit
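Steps: pin-transfer compounds into pH 8.0 Tris (100 mM), hold 15 min at room temperature, image with a 547/598 nm filter pair, and convert intensities to rhodamine-equivalent concentration using a six-point on-plate rhodamine series.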
4MU fluor: compound fluoresces in the 4-MU spectral region; AID 589; actives 11% (n = 59,000); compound autofluorescence, 340/450 nm, 4-MU equivalents; stronger effect = higher value; max dye-equivalent concentration, M; in the data active means max dye-equivalent concentration above about 10 nM; inconclusive means mostly about 1.1 nM to 9.6 nM
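Compounds in 100 mM Tris, pH 8.0, sat 15 min at room temperature before fluorescence was read at 340 nm excitation/450 nm emission; a per-plate six-point 4-MU standard curve converted signals to dye-equivalent concentration at each compound concentration.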
Fluorescein autfl: compound fluoresces in the fluorescein spectral region. Compound autofluorescence, 480/540 nm, fluorescein-equivalent; stronger effect = higher value. actives 0.91% (n = 59,000). max fluorescein-equivalent concentration, M; in the data active means max fluorescein-equivalent concentration above about 10 nM; inconclusive means between about 1.1 nM and that limit
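Spectral profiling of library compounds in the fluorescein window (480 nm excitation, 540 nm emission) after 15 min at room temperature in pH 8.0 Tris (100 mM). Values are dye-equivalent concentrations.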
Tau fil binding: binders of human tau filaments; actives 2% (n = 71,000); Potency, µM (highest dose often 57.1 µM), inactives show at the highest dose activity change, negative = inhibition; recombinant tau filaments, thioflavin S fluorescence, 15 h; filaments grown with octadecylsulfate alongside compound; P10636;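 further: potency means the concentration at half of the fitted maximal effect; on the % scale 0 is the no-effect control and ±100 the full control effect; actives lower thioflavin S fluorescence by blocking filaments or displacing dye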
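Read-out: ThS fluorescence, 450 nm excitation/510 nm emission; lower signal marks blocked filament formation or displaced dye. Tau at 1 uM with 30 uM ODS, 10 uM ThS, 5 mM DTT, 100 mM NaCl, 10 mM HEPES pH 7.4; 15 h, 37 C.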
TexasRed autofl: compound fluoresces in the Texas Red spectral region; max dye-equivalent concentration, M; Compound fluorescence, Texas Red channel, 547/618 nm; stronger effect = higher value; actives 0.06% (n = 59,000); in the data active means max dye-equivalent concentration above about 10 nM; inconclusive means between about 1.1 nM and that limit
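Compound titrations in 100 mM Tris pH 8.0 were incubated 15 min at room temperature and read at 547 nm excitation / 618 nm emission. Texas Red six-point standard curve on each plate converted fluorescence to dye-equivalent concentration.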
A350 fluor: compounds fluorescent in Alexa 350 spectral region; Compound autofluorescence, 340/450 nm, Alexa 350 dye-equivalents; stronger effect = higher value; max dye-equivalent concentration, M; actives 11% (n = 59,000); AID 590; in the data active means max dye-equivalent concentration above about 10 nM; inconclusive means mostly about 1.1 nM to 9.6 nM
Casp1 inh: blocks human caspase-1 allosterically or competitively; P29466; Caspase-1 enzyme, Ac-WEHD-AFC fluorogenic rate; Potency, µM (titrated, usually from 57.5 µM), for the others: top-dose activity change, negative = inhibition, most hits filed as inhibitors; actives 0.03% (n = 75,000);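 further: potency means the concentration at half of the fitted maximal effect; plate controls were vehicle for no effect and no substrate for full effect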
Target sequence (P29466 120-297 limits assumed): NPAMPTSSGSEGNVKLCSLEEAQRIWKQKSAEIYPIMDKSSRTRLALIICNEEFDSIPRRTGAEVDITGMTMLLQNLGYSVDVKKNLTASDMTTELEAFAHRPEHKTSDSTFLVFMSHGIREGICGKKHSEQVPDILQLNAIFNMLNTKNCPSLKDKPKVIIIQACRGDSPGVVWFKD
Target sequence (P29466 317-404 limits assumed): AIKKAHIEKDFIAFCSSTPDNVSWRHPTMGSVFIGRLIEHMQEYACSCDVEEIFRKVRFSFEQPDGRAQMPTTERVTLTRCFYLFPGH
Luciferase inh: blocks Photinus pyralis firefly luciferase activity; purified firefly luciferase, luminescence, 8 min; P08659; actives 2.2% (n = 72,000); Potency, µM (titrated, usually from 57.1 µM), for inactives: top-dose activity change, negative = inhibition, hits mostly inhibitors; further: potency means the concentration at half of the fitted maximal effect; on the % scale 0 is the no-effect control and ±100 the full control effect; nearly all actives have a fitted effect of over 40% in size
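Titration-based qHTS; buffer 50 mM imidazole pH 7.2, 50 mM KCl, 7 mM MgCl2, 10 uM ATP, 0.01% Tween 20, 0.05% BSA; luciferase/luciferin detector mix added after compound; 8 min, ambient; luminescence.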
* = called active by the depositor; i = inactive; ? = inconclusive; / = not tested or not shown; [ ] = dose if it differs, or a comment. Unless noted, the call rests on the fitted dose curve; in most records, active means well fitted curve in the direction sought with a large enough effect; inconclusive means small, poorly fitted or top-dose-only effect, or another doubt; inactive means no such curve, though single readings can be large; an effect the other way counts as inactive or inconclusive.

SMILES	ERK AVP inh	Casp7 inh	HEK293 cAMP ctrl	Rhodamine fluor	4MU fluor	Fluorescein autfl	Tau fil binding	TexasRed autofl	A350 fluor	Casp1 inh	Luciferase inh
O=C(Cn1[nH]c(=O)c2ccccc2c1=O)OCC(=O)N1CCc2ccccc2C1	-16%	-5%	-11%	i	i	i	2%	i	i	-1%	6%
O=C(O)c1ccc(CS(=O)(=O)c2cccc(C(F)(F)F)c2)o1	-19%	0%	10%	i	i	i	-13%	i	i	-3%	1%
O=C1c2ccccc2C(=O)N1CCc1nc2ccccc2c(=O)n1-c1ccccn1	-13%	0%	-4%	i	i	?	-4%	i	i	1%	1%
O=C(Nc1ccccc1)N1CCCC2(CCN(C(=O)c3cnccn3)CC2)C1	-12%	1%	11%	i	i	i	-11%	i	i	-5%	1%[11.4 µM]
O=C(c1ccco1)N1CCN(C(c2ccccc2Cl)c2nnnn2CC2CCCO2)CC1 (stereo not given)	1%	1%	3%	i	i	i	-2%	?	i	3%	1%
Cc1c(NC(=O)Nc2ccccc2Cl)sc(=S)n1C	-7%	-4%	?	/	/	/	36%	/	/	-1%	0%
CCN1CCN(CC(=O)Nc2ccc(Cl)c(Cl)c2)C(=O)C1=O	/	2%	10%	/	/	/	6%	/	/	-3%	1%
O=C(NCc1cccs1)O[C@H]1C[C@H]2CC[C@@H]1C2	9%[11.5 µM]	0%[11.5 µM]	10%[11.4 µM]	i	i	?	0%[11.4 µM]	i	i	0%[11.5 µM]	0%[11.4 µM]
OCC(CO)(CO)n1cnnn1	1%	-2%	2%	i	i	?	-13%	i	i	1%	1%
NC(=O)NC1CCCc2c1[nH]c1ccc(Cl)cc21 (stereo not given)	?	-1%	3%	/	/	/	3%	/	/	2%	2%
Cc1ccc(-c2nnc(CSc3nnc(COc4ccccc4)n3-c3ccc(C)cc3)o2)cc1	-11%	-9%	25µM*	i	i	?	41%	i	i	-2%	0%
OCCSCc1ccccc1	-11%[11.5 µM]	-1%[11.5 µM]	4%[11.4 µM]	i	i	?	8%[11.4 µM]	i	i	2%[11.5 µM]	1%[11.4 µM]
CCOC(=O)C1=C(C)N=C2SCCC(=O)N2C1c1sccc1C (stereo not given)	-12%	-1%	4%	i	i	i	-2%	i	?	1%	2%
CC(=O)OC[C@@H]1O[C@@H](O/N=C2/C[C@@H](O)[C@@H](O)[C@@H]3[C@@H]4C(=O)N(C(C)(C)C)C(=O)[C@H]4CC[C@H]23)[C@H](OC(C)=O)[C@H](OC(C)=O)[C@@H]1OC(C)=O	7%[11.5 µM]	3%[11.5 µM]	-5%[11.4 µM]	/	/	/	/	/	/	-3%[11.5 µM]	3%[11.4 µM]
Cn1c(-n2c(-c3ccco3)nc3ccccc3c2=O)nc2ccccc21	/	/	/	i	?	i	/	i	?	/	-9%[25.5 µM]

Some of the entries so far, in markdown:
| SMILES | ERK AVP inh | Casp7 inh | HEK293 cAMP ctrl | Rhodamine fluor | 4MU fluor | Fluorescein autfl | Tau fil binding | TexasRed autofl | A350 fluor | Casp1 inh | Luciferase inh |
| --- | --- | --- | --- | --- | --- | --- | --- | --- | --- | --- | --- |
| Cc1ccc(-c2nnc(CSc3nnc(COc4ccccc4)n3-c3ccc(C)cc3)o2)cc1 | -11% | -9% | 25µM* | i | i | ? | 41% | i | i | -2% | 0% |
| NC(=O)NC1CCCc2c1[nH]c1ccc(Cl)cc21 (stereo not given) | ? | -1% | 3% | / | / | / | 3% | / | / | 2% | 2% |
| CCN1CCN(CC(=O)Nc2ccc(Cl)c(Cl)c2)C(=O)C1=O | / | 2% | 10% | / | / | / | 6% | / | / | -3% | 1% |

Continued:
SMILES	ERK AVP inh	Casp7 inh	HEK293 cAMP ctrl	Rhodamine fluor	4MU fluor	Fluorescein autfl	Tau fil binding	TexasRed autofl	A350 fluor	Casp1 inh	Luciferase inh
O=C(Cn1cc2c(n1)CCCC2)N1CCc2ccccc21	1%	-1%	-3%	/	/	/	5%	/	/	-3%	2%
COc1ccc(C(=O)NCc2nc3ccccc3[nH]2)cc1OC	/	1%	?	/	/	/	-27%	/	/	-1%	1%
Cn1c(=O)c2c(nc(Sc3nc4ccccc4n3CC(=O)N3CCCCC3)n2C)n(C)c1=O	?	2%	11%	i	i	i	3%	?	i	0%	2%
O=C1c2oc3ccccc3c(=O)c2C(c2cccc(O)c2)N1CCCN1CCOCC1 (stereo not given)	/	3%	0%	/	/	/	-21%	/	/	-4%	4%
CCCCc1ccc(NC(=O)OC)cc1	-7%	1%	6%	/	/	/	9%	/	/	-2%	-1%
Cc1cccc(OCC(=O)Nc2ccc(N3CCN(S(C)(=O)=O)CC3)cc2)c1	4%	-1%	-4%	i	1.1e-08M*	?	-8%	?	1.4e-08M*	4%	-1%
O=[N+]([O-])c1ccc(NCCO)c(OCCO)c1	-3%	0%	?	/	/	/	-4%	/	/	-3%	/
Cc1noc(C)c1-c1cc(NCc2cccnc2)ncn1	4%	1%	-5%	i	i	i	6%	i	i	-2%	1%[2.29 µM]
Nc1nncn1C(=O)c1ccccc1Cl	10%	0%	2%	i	i	?	6%	i	i	-1%	1%
CCN(CC)CC(=O)c1c[nH]c2ccccc12	18%	-1%	7%	i	i	?	0%	i	i	-2%	-1%
N#CC[N+]1(Cc2ccccn2)CCCC1	0%[11.5 µM]	-1%[11.5 µM]	2%[11.4 µM]	i	i	i	5%[11.4 µM]	i	i	4%[11.5 µM]	0%[11.4 µM]
CN(CCc1ccc(Cl)c(Cl)c1)CCN1CCCC1	-2%	-1%	29%	/	/	/	34%	/	/	0%	3%
CCCc1nc(SC2CCCC2)c2c(=O)n(C)c(=O)n(C)c2n1	/	-4%	3%	/	/	/	35%	/	/	-4%	1%
O=C(CSc1nnc2c(n1)[nH]c1ccc(F)cc12)OCc1ccccc1	-10%	2%	15%	i	i	?	-29%	i	i	0%	1%
CCCCc1nnc(SCc2ccc(OCC)cc2)n1N	-6%	0%	6%	/	/	/	-4%	/	/	-1%	2%
O=C1c2ccccc2C(=O)c2c(Nc3ccc4c5c(cccc35)C(=O)c3ccccc3-4)cccc21	1%[11.5 µM]	-3%[11.5 µM]	-6%[11.4 µM]	i	i	?	-11%[11.4 µM]	i	i	0%[11.5 µM]	2%[11.4 µM]
COc1ccc(-c2nnc(SCC(=O)N(Cc3ccccc3)C(C)(C)C)o2)cc1OC	29%	0%	32µM*	i	i	?	32%	i	i	-2%	2%
CN(C)C(=O)CSc1nnc(CCN)o1	9%	0%	6%	i	i	i	0%	?	i	2%	4%
COc1cc(CNc2ccc(C)c(C)c2)cc(OC)c1OC	40µM*	-3%	?	/	/	/	?	/	/	-1%	0%
CCN(CC)S(=O)(=O)c1ccc(NC(=O)CSc2nnc(-c3ccc(F)cc3)o2)cc1	39%[activator]	-2%	?	i	i	i	15%	?	i	-3%	3%
CC1=CC(C)(C)N2C(=O)C3(N=C(N)NC(Nc4ccccc4)=N3)c3cc(C)cc1c32 (stereo not given)	?	-3%	11%	i	i	i	142%	i	i	-3%	-2%
NC(=O)c1sc2nc3c(c(-c4ccco4)c2c1N)CCC3	-36%	-14%	1%	i	i	i	16µM*	?	i	-8%	-9%
COCC(=O)N(Cc1cc2cc(OC)ccc2[nH]c1=O)c1ccccc1OC	-22%	-2%	?	i	2.8e-07M*	i	-2%	i	3.8e-07M*	-1%	1%
C=CCn1c(=O)c(C(=O)Nc2ccccc2C(=O)OCC)c(O)c2ccccc21	-19%	-2%	?	i	6.4e-08M*	i	29%	i	6e-08M*	-2%	4%
CCn1cc(Br)c(C(=O)N2CCN(c3ccccc3)CC2)n1	2%	0%	3%	i	i	i	16%	?	i	-1%	1%
Cc1ccnc(NS(=O)(=O)c2ccccc2)n1	-10%	-1%	1%	i	i	i	1%	i	i	0%	5%
Cc1ccc2nsnc2c1S(=O)(=O)Nc1cccc2nsnc12	0%	0%	14%	i	i	?	-21%	i	i	-3%	-1%
O=c1nccc(NCc2ccco2)[nH]1	-7%	0%	0%	i	i	?	-3%	?	i	1%	0%
O=c1c2ccccc2nnn1CSc1nc2cc(Cl)ccc2c(=O)n1Cc1ccco1	15%	-2%	2µM*	i	i	i	10%	i	i	2%	3%
CCCCCCNC(=O)Nc1ccccc1	-17%	2%	13%[11.4 µM]	/	/	/	-7%[11.4 µM]	/	/	0%	-8%
O=C(Nc1ccccc1F)c1ccc(S(=O)(=O)NCC2CCCO2)cc1 (stereo not given)	-28%	9%	9%	i	i	?	5%	i	?	2%	2%
O=C1CCCN1Cc1ncnn1-c1ccccc1	7%	0%	-2%	i	i	?	4%	i	i	1%	1%
CCN1C(=O)[C@H]2[C@H]3[C@H](O)[C@H](O)C/C(=N/OCC[C@H]4C=C[C@H](OC(C)=O)[C@@H](COC(C)=O)O4)[C@@H]3CC[C@@H]2C1=O	4%[11.5 µM]	1%[11.5 µM]	5%[11.4 µM]	/	/	/	/	/	/	-3%[11.5 µM]	1%[11.4 µM]
CCC(=O)N1CCN(c2cc(C)ccc2C)CC1	0%	-2%	?	i	i	i	-17%	?	i	2%	-6%
CC1(NC[C@@H](O)COc2cccc3[nH]ccc23)CCC(C(C)(C)NC(=O)CBr)CC1 (stereo not given in full)	/	/	15%	i	i	?	-7%	i	i	/	-3%

Not all compounds are listed. The share of hits here may be higher or lower than overall.
